Source: PubChem BioAssay
PNC assembly inh = High Content Assay for Compounds that inhibit the Assembly of the Perinucleolar Compartment; AID 2417, 2010; PC3M PTB-GFP, PNC prevalence imaging, 16 h; hits give low values; 140,000 tested, 3.1% active; activity change (PNC), negative = inhibition, % at 10 µM;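 active = readout at or below -70, meaning at least 70% loss of cells showing the perinucleolar compartment, a nuclear body marking cancer cells; inconclusive = readout between -30 and a set limit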;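 also: plate controls were DMSO wells for no effect and camptothecin positive control wells for full effect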
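Compounds are pinned in duplicate onto adhered PC3M cells stably expressing GFP-tagged PTB and incubated 16 h at 37 C. Cells are then fixed, nuclei stained with Hoechst, and PNC-positive cells counted.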
ALOX12 inhib = qHTS Assay for Inhibitors of 12-hLO (12-human lipoxygenase); Polyunsaturated fatty acid lipoxygenase ALOX12 (Homo sapiens), P18054; purified 12-hLO, xylenol orange hydroperoxide absorbance; Potency, µM (titrated, usually from 57.1 µM), for the others: at the highest dose activity change, negative = inhibition, actives largely listed as inhibitors; 150,000 tested, 0.12% active; AID 1452, 2008; also: potency is read from the fitted curve at half-maximal effect; nearly all actives have a fitted effect of over 55% in size; many of its hits are not listed in these tables
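Hydroperoxide formation by human 12-lipoxygenase from 40 uM arachidonic acid was followed colorimetrically via ferric-xylenol orange complex, using the 573/405 nm absorbance ratio. Enzyme concentration was 150 nM, with 30 min reaction at room temperature.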
ALOX15B inhib = qHTS Assay for Inhibitors of 15-hLO-2 (15-human lipoxygenase 2). Potency, µM (series often up to 57.1 µM), for the others: at the top dose activity change, negative = inhibition, actives largely listed as inhibitors. 110,000 tested, 0.56% active. AID 881, 2007. purified 15hLO-2, xylenol orange hydroperoxide absorbance; also: potency is read from the fitted curve at half-maximal effect; nearly all actives have a fitted effect of over 60% in size; many of its hits are not listed in these tables
Target sequence (O15296 whole entry, looked up): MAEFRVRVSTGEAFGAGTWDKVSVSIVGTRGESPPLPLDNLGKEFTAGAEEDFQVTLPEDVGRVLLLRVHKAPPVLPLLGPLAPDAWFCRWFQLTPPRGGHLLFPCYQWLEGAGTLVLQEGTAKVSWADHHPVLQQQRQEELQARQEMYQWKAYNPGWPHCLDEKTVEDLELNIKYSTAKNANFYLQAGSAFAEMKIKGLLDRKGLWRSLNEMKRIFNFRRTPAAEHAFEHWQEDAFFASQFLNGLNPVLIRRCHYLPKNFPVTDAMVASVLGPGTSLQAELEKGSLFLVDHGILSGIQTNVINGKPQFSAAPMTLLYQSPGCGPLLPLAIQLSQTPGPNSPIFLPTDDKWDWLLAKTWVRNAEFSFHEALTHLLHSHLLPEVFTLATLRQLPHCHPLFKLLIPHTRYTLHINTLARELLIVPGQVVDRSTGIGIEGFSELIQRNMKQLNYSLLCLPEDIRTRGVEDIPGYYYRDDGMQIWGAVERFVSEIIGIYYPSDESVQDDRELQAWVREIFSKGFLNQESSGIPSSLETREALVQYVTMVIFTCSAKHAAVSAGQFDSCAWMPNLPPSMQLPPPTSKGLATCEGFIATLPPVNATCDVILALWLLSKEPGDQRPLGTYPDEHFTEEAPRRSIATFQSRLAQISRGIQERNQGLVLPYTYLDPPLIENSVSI
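Read-out: hydroperoxide product oxidises ferrous iron, measured as xylenol orange complex via the 573-to-405 nm absorbance ratio after 30 min. Reaction: 50 nM enzyme, 15 min compound preincubation, 45 uM arachidonic acid, 90 min RT, Hepes pH 7.5 with Triton X-100.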
IMPase inh = qHTS Assay for Identifying the Cell-Membrane Permeable IMPase Inhibitors; 120,000 tested, under 10 active; CHO-M1 cells, IP1 accumulation, HTRF TR-FRET ratio; Inositol monophosphatase 1 (Rattus norvegicus), P97697; inhibition (IP1 accumulation), % at 46.1 µM; active = well fitted curve in the direction sought with a large enough effect in the signal ratio, not every such curve was filed as active; inconclusive = small, poorly fitted or top-dose-only effect, or a change in a side signal; inactive = no such curve, though single readings can be large or run the other way; the % refers to the signal ratio;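 also: cells stimulated with carbachol in lithium chloride buffer; plate controls were DMSO basal wells for no effect and reference inhibitor wells for full effect; higher means more IMPase inhibition seen as more IP1 and lower FRET ratio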
Target sequence (P97697 whole entry, looked up): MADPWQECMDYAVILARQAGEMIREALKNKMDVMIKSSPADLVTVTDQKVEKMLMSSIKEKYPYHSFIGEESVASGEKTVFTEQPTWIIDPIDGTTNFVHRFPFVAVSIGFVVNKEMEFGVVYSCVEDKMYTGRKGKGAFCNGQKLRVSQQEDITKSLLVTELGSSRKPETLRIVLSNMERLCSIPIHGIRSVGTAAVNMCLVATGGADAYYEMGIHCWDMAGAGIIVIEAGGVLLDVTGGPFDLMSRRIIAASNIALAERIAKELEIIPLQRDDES
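Elevated IP1 in lysates lowers TR-FRET signal (665/620 ratio and 620 channel reported). Cells were CHO-M1, given carbachol (50 uM as added) plus 50mM LiCl, pH 7.4, 30 min, 37C; compounds titrated up to 46 uM; AC50 by Hill equation.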
Active calls of the source: *; ? = inconclusive; / = no result given; [ ] = dose if it differs, or a comment. Unless noted, calls follow the shape of the dose curve; as a rule, active = well fitted curve in the direction sought with a large enough effect; inconclusive = small, poorly fitted or top-dose-only effect, or another doubt; inactive = no such curve, though single readings can be large; an effect the other way counts as inactive or inconclusive. Unless noted, % is scaled to controls: 0 for no effect and ±100 for the full control effect. A portion of the library. The share of hits here may be higher or lower than overall.

Sample of the layout, 7 compounds:
Values run as follows: PNC assembly inh, ALOX12 inhib, ALOX15B inhib, IMPase inh
CC(=O)O[C@H]1CC[C@H]2[C@@H]3CCc4cc(O)ccc4[C@H]3CC[C@]12C
    -8.7, 1.9%, /, /
CCOC(=O)C1=C(C)c2ccccc2OC1(C(=O)OCC)C(C)C (stereo not drawn)
    /, -4.1%[0.00818 µM], -6.9%[0.0915 µM], /
CCCn1nc(NC(=O)c2ccccn2)c2cc3cc(C)ccc3nc21
    -1.7, 2.0%, 3.6%, -2.7
COCCSc1ccccc1C(=O)Nc1cc(C)on1
    ?, -25.5%, ?, -2.2
Cc1ccc(C(=O)NN2C(=O)/C(=C/c3cccn3C)SC2=S)cc1
    ?, -17.4%, /, /
Cc1ccc(S(=O)(=O)NNC(=S)NC(=O)c2ccc([N+](=O)[O-])cc2)cc1
    82.1, -0.1%, /, /
O=C(CSc1nnc(CN2CCCCCC2=O)n1-c1ccccn1)NCC(F)(F)F
    37.5, 1.8%, 0.3%, -3.1

The list itself, from the start:
Values run as follows: PNC assembly inh, ALOX12 inhib, ALOX15B inhib, IMPase inh
CC(=O)O[C@H]1CC[C@H]2[C@@H]3CCc4cc(O)ccc4[C@H]3CC[C@]12C
    -8.7, 1.9%, /, /
CCOC(=O)C1=C(C)c2ccccc2OC1(C(=O)OCC)C(C)C (stereo not drawn)
    /, -4.1%[0.00818 µM], -6.9%[0.0915 µM], /
CCCn1nc(NC(=O)c2ccccn2)c2cc3cc(C)ccc3nc21
    -1.7, 2.0%, 3.6%, -2.7
COCCSc1ccccc1C(=O)Nc1cc(C)on1
    ?, -25.5%, ?, -2.2
Cc1ccc(C(=O)NN2C(=O)/C(=C/c3cccn3C)SC2=S)cc1
    ?, -17.4%, /, /
Cc1ccc(S(=O)(=O)NNC(=S)NC(=O)c2ccc([N+](=O)[O-])cc2)cc1
    82.1, -0.1%, /, /
O=C(CSc1nnc(CN2CCCCCC2=O)n1-c1ccccn1)NCC(F)(F)F
    37.5, 1.8%, 0.3%, -3.1
Cc1sc2ncnc(N[C@@H](CCC(=O)O)C(=O)O)c2c1C
    25.1, -1.4%, 1.1%, -2.4
Cc1nnc(NC(=O)CSc2nnc(Cc3cccn3C)n2-c2ccccc2)s1
    ?, -4.1%, -6.5%, 0.1
CCOC(=O)c1c(NC(=O)c2cc(-c3cccc(O)c3)on2)sc(C(C)=O)c1C
    39.4, -2.7%, /, /
Cc1ccc(C(=O)Nc2cccnc2)cc1S(=O)(=O)N1CCOCC1
    43.0, 6.3%, -24.4%, -2.1
COc1ccc(N2CCN(C(=O)Cc3ncc(C(F)(F)F)cc3Cl)CC2)cc1
    7.4, 4.4%, -2.0%, 7.7
Cc1ccc(NC(=O)CNc2cccc(C)c2C)c(C)c1
    -17.3, -4.0%, -0.5%, 16.4
CCC(CC)(CC(=O)Nc1cccc(/C=C/c2nc(C3CCC3)cs2)c1)C(=O)O
    /, -4.9%, -1.2%, /
COc1cc(OC)cc(C(=O)N/N=C/c2ccc(OC)c(COc3ccc(F)cc3)c2)c1
    ?, -6.3%, 16.6%, 2.4
CCCc1nc2c(=O)[nH]c3ccccc3c2o1
    -11.3, -6.3%, -7.5%, 9.4
CCOC(=O)c1nn(-c2ccccc2F)c2nc(Nc3ccccc3)cc(=O)n12
    -91.0*, -4.9%, /, /
CCOC(=O)c1c(C)[nH]c(NC(=O)Nc2c(C)n(C)n(-c3ccccc3)c2=O)c1C
    ?, -3.8%, -1.3%, -10.5
CCc1ccccc1NC(=S)/N=C(\N)Nc1nc(C)c2cc(C)ccc2n1
    ?, -2.2%, /, 4.4
CCOc1ccccc1NC(=O)C1CCCN(C(=O)Nc2ccccc2)C1 (stereo not drawn)
    ?, -2.2%, /, 2.7

Some of the entries so far, with the structure last.
PNC assembly inh	ALOX12 inhib	ALOX15B inhib	IMPase inh	Molecule
-1.7	2.0%	3.6%	-2.7	CCCn1nc(NC(=O)c2ccccn2)c2cc3cc(C)ccc3nc21
?	-25.5%	?	-2.2	COCCSc1ccccc1C(=O)Nc1cc(C)on1

Next part
Values run as follows: PNC assembly inh, ALOX12 inhib, ALOX15B inhib, IMPase inh
Cc1ccc(N2CC(C(=O)OCC(=O)C(C)(C)C)CC2=O)cc1 (stereo not drawn)
    27.4, -4.2%, 4.2%, 13.1
N=C(N)c1ccc(-c2ccc(-c3ccc(C(=N)N)cc3)o2)cc1
    /, -0.9%[11.4 µM], 13.5%[11.4 µM], /
CCc1cc(=O)oc2cc(OCC(=O)N(CC)CC)c(Cl)cc12
    ?, 2.5%, 7.6%, 7.4
CC(c1ccccc1)N1C(=O)c2ccc(C(=O)NCc3ccco3)cc2C1=O (stereo not drawn)
    17.8, 0.6%, /, 3.7
CC(C)NC(=O)Cn1c(SCC(=O)c2ccc(F)cc2)nc2ccccc21
    ?, 2.0%, /, -0.9
Nc1ccccc1[N+](=O)[O-]
    /, -3.3%, -9.2%, /
c1ccc(-n2cnnc2SCc2cn3cccnc3n2)cc1
    17.3, 1.8%, -6.2%, 3.2
CC(=O)Nc1ccccc1/C=C/c1ccc2c(C)ccc(O)c2n1
    45.9, 0.2%, /, /
Cc1cc(C)c(N(C(=O)Cn2nnc3ccccc32)C(C(=O)NC(C)(C)C)c2ccsc2)c(C)c1 (stereo not drawn)
    -6.7, -1.8%, -2.9%, 4.2
O=C(O)c1cc(S(=O)(=O)N2CCCCC2)sc1Cl
    -28.2, -1.7%, /, /
Cc1[nH]c2ccccc2c1/C=N/NC(=O)Cc1cccs1
    12.0, -2.5%, /, /
FC(F)(F)c1nc2ccccc2c2nc3ccccc3n12
    50.4, -1.5%, /, /
Oc1c(C(c2ccc(F)cc2)N2CCc3ccccc3C2)sc2ncnn12 (stereo not drawn)
    16.1, -1.0%, /, -8.5
CCOc1ccc(CCNC(=O)C2CCN(S(=O)(=O)CC)CC2)cc1OCC
    -12.9, -1.1%, -5.6%, 7.2
N/N=C(\c1ccccc1)C12CN3CN(CN(C3)C1)C2
    ?, -8.6%, /, /
Cc1cc2cc(C(c3nnnn3Cc3ccco3)N3CCc4ccccc4C3)c(=O)[nH]c2cc1C (stereo not drawn)
    11.5, ?, -23.8%, -1.1
COc1cc2c(cc1OC)CN(S(=O)(=O)c1cccs1)CC2
    -6.9, -1.4%, /, /
O=c1[nH][nH]c(C(F)(F)F)c1C=Nc1ccccc1Cl
    38.3, -1.7%, 1.1%, -3.2
O=S(=O)(Nc1ccc(Cc2ccncc2)cc1)c1ccc(Br)cc1
    63.9, -7.2%, 28.1%, -13.8
COc1ccc(S(=O)(=O)N/N=C\c2ccc3c(c2)OCO3)cc1
    71.7, -5.6%, 1.9%, 1.3

Values run as follows: PNC assembly inh, ALOX12 inhib, ALOX15B inhib, IMPase inh
Fc1ccccc1-c1csc(=Nc2cccnc2)n1CC1CCCO1 (stereo not drawn)
    4.0, -0.2%, /, /
Clc1ccc(-c2ccnc(Oc3ccc4ccccc4c3)n2)cc1
    -24.5, 1.5%, 7.6%[11.4 µM], -3.9[1.84 µM]
Cc1ccc(OCC(=O)Nc2cccc(S(=O)(=O)N3CCCCC3)c2)c([N+](=O)[O-])n1
    59.4, -1.4%, /, -3.5
O=C(Nc1nnc(-c2ccco2)s1)C1CCCCC1
    ?, 2.0%, ?, 1.6
CCOc1ccccc1C1C(C(=O)Nc2ccccc2OC)=C(C)Nc2nc(CCCO)nn21 (stereo not drawn)
    5.2, -6.8%, 5.8%, 2.6
CCN(CC)CCCNC(=O)CC1Oc2ccc(C)cc2NC1=O (stereo not drawn)
    1.0, -2.2%, -0.6%, 7.0
Cn1cccc1Cc1nnc(SCC(=O)NCc2ccc(F)cc2)n1-c1ccc(F)cc1
    9.4, -8.6%, -6.7%, 2.6
C[N+](C)(C)CC=O
    /, 1.8%, 7.6%, -0.4
NC(=O)COC(=O)c1ccc(S(=O)(=O)N2CCCCCC2)cc1
    33.7, -5.4%, 1.0%, 5.5
Cc1cn([C@H]2C[C@H](N=[N+]=[N-])[C@H](CO)O2)c(=O)[nH]c1=O
    /, -4.9%[11.4 µM], -2.2%[11.4 µM], 1.4
CCOC(=O)N=S(N)(=O)c1ccc(Cl)cc1 (stereo not drawn)
    -7.5, -7.1%, 12.4%, 3.3
CCOc1ncccc1C(=O)OCc1ccc(C#N)cc1
    46.2, 2.8%, /, 15.2
CCCc1cc(=O)oc2cc(OCc3cccc(OC)c3)c(Cl)cc12
    ?, -1.0%, /, /
COc1ccc(CNC(=O)Nc2cccc(C)c2)cc1
    3.9, 0.2%, 1.3%, -8.3
O=C1N/C(=C/c2cccn2-c2ccc(F)cc2)C(=O)N1Cc1ccccc1
    26.6, -9.4%, -14.9%, -3.7
CCOc1ccc(OCC)c(NC(=O)CCCN2C(=S)NC(C)(C)CC2C)c1 (stereo not drawn)
    -29.9, -25.0%, /, /
O=C(c1ccco1)N1C(=O)c2cccc3cccc1c23
    22.5, -0.3%, -7.8%, -1.4
CN(C(=O)C1CCCO1)c1nnc(-c2ccncc2)s1 (stereo not drawn)
    -3.9, 2.1%, -2.6%, -5.2
N#Cc1cc2c(nc1SCc1ccccc1)CCCC2=O
    -24.9, -2.9%, -17.7%, 6.2
Cc1ccc(NC(=O)CSc2nnc(-c3cccs3)n2Cc2ccco2)cc1
    17.9, -3.7%, -4.5%, -3.5

Structure,PNC assembly inh,ALOX12 inhib,ALOX15B inhib,IMPase inh
CCCOc1ccc(NC(=O)C2OC3OC(C)(C)OC3C3OC(C)(C)OC23)cc1 (stereo not drawn),10.2,0.1%,/,-8.8
CCOC(=O)CCc1c(C)c2ccc(OCC)c(C)c2oc1=O,18.6,3.5%,-0.6%,-0.8
COC(=O)CCSc1cc([N+](=O)[O-])cc2c1c(C1OCCS1)nn2-c1ccccc1 (stereo not drawn),51.7,-2.0%,-14.8%,7.3
O=C(NC1CCCc2ccccc21)C1CCN(C(=O)c2sccc2-n2cccc2)CC1 (stereo not drawn),8.3,1.9%,-3.1%,4.3
Cc1nnsc1C(=O)Nc1ccc(Cl)cc1,31.1,-4.3%,/,-6.1
CCOP(=O)(c1ccccc1)C(O)c1ccc(Br)cc1 (stereo not drawn),?,-1.9%,/,/
CCOC(=O)N1CCN(c2c(N3CC=C(c4ccccc4)CC3)c(=O)c2=O)CC1,17.0,-3.4%,5.8%,9.1
CC(C)N(Cc1nc(-c2ccccc2)no1)C(=O)c1ccc(Br)o1,-12.9,-10.0%,4.1%,2.5
Cc1cccc(-c2onc3ccc(C4(C)OCCO4)cc23)c1,21.0,-14.7%,1.2%,12.1
O=C(NCc1ccncc1)C1CCCN(S(=O)(=O)Cc2ccccc2)C1 (stereo not drawn),-13.3,0.2%,/,-1.4
N#Cc1ccc(OCC(=O)N/N=C2/CC(c3ccccc3)Oc3ccccc32)cc1 (stereo not drawn),?,2.8%,/,/
N=c1n(Cc2ccccc2)c2ccccc2n1CC(O)c1ccco1 (stereo not drawn),-14.8,7.7%,9.4%,11.0
Cc1nc(N2CCOCC2)c(C#N)c(C)c1Br,22.0,-5.7%,-5.3%,1.8
Cc1ccccc1NC1=NC(=S)N(c2ccccc2)C12CCCCC2,12.0,-2.1%,/,/
O=C(NNS(=O)(=O)c1ccc(Cl)cc1)c1cnn(-c2ccccc2)c1-n1cccc1,74.2,-12.2%,/,0.1
CCn1c(-c2cccnc2Cl)nc2ccccc21,16.8,1.2%,3.4%,3.4
CN(C)S(=O)(=O)c1ccc(N2CCOCC2)c(C(=O)O)c1,-2.2,-3.1%,-2.6%,0.7
